TCR activator: activates T cell receptor signaling. primary human leukocytes, anti-CD3, IL-2 HTRF, 48 h. Potency, µM (top dose mostly 9.22 µM), inactives show at the top dose activation of IL-2 secretion, most hits filed as activators. 330,000 tested, under 10 active. AID 504894; also: % of control where 0% means no effect
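Human primary leukocytes + a-CD3 beads + cpd, 48 hr; IL-2 in supernatant by HTRF (ex 320nm / em 665nm). No co-stimulatory signal supplied.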
A-T KAP1 phos: candidate therapy for ataxia-telangiectasia; […] A-T fibroblasts, KAP-1 phosphorylation AlphaLISA; neocarzinostatin DNA damage 30 min before lysis; Potency, µM (series often up to 57.5 µM), inactives show top-dose activation, actives largely listed as activators; 320,000 tested, 0.19% active; AID 485349; also: potency is read from the fitted curve at half-maximal effect; % of control where 0% means no effect; nearly all actives have a fitted effect of over 45% in size
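hTERT-immortalized A-T patient fibroblasts ([…]), 500 cells/well in OPTI-MEM, 1% FBS, got compounds for 60 min, then NCS for 30 min at 37C. Lysates were then assayed for phospho-KAP-1 by AlphaLISA (anti-pKAP1 donor, anti-KAP1 acceptor beads), 6 hr at 25C.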
S-ASM inh: human S-ASM enzyme inhibition; Potency, µM (series often up to 57.5 µM), without a hit: top-dose activity change, negative = inhibition, actives largely listed as inhibitors; 340,000 tested, 0.006% active; P17405; placental ASM, HMU-PC fluorogenic substrate, 60 min; also: potency is read from the fitted curve at half-maximal effect
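qHTS format. ASM enzyme prepared from human placenta hydrolyses the fluorogenic substrate HMU-PC0 (9 uM final) over 60 min at 37 °C after a 10 min compound preincubation.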
MLL CXXC-DNA inh: MLL CXXC-DNA interaction inhibition | 290,000 tested, 0.037% active | Q03164 | Potency, µM (top dose mostly 115 µM), without a hit: at the highest dose activity change, negative = inhibition, hits mostly inhibitors | MLL-CXXC / FITC-HOXA9 DNA fluorescence polarization; active = well fitted inhibition curve with a large enough effect in the polarisation, with a control signal flat, not every such curve was filed as active; inconclusive = small, poorly fitted or top-dose-only effect, or effect the other way, or a change in a side signal; inactive = no such curve, though single readings can be large or run the other way; the % refers to the polarisation; also: potency is read from the fitted curve at half-maximal effect
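Purified MLL-CXXC (added from a 7 uM solution) was preincubated 5 min at ambient with pinned compounds in 50 mM Tris-HCl pH 7.5, 50 mM NaCl, 1 mM DTT, 0.05% BSA. Fluorescein-labeled HOX-A9 DNA (50 nM solution) followed, 30 min, then polarization read.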
Menin-MLL TR inh: menin-MLL binding inhibition, Texas Red mutant peptide; Menin + Texas Red MLL mutant peptide, fluorescence polarization; Potency, µM (doses to about 61.6 µM), for the others: at the highest dose FP activity change, negative = inhibition, hits mostly inhibitors; 270,000 tested, 0.23% active; active = well fitted inhibition curve with a large enough effect in the polarisation, with a control signal flat, not every such curve was filed as active; inconclusive = small, poorly fitted or top-dose-only effect, or effect the other way, or a change in a side signal; inactive = no such curve, though single readings can be large or run the other way; the % refers to the polarisation; also: potency is read from the fitted curve at half-maximal effect; % of control where 0% means no effect; many of its hits are not listed in these tables
Target sequence (O00255 whole entry, looked up): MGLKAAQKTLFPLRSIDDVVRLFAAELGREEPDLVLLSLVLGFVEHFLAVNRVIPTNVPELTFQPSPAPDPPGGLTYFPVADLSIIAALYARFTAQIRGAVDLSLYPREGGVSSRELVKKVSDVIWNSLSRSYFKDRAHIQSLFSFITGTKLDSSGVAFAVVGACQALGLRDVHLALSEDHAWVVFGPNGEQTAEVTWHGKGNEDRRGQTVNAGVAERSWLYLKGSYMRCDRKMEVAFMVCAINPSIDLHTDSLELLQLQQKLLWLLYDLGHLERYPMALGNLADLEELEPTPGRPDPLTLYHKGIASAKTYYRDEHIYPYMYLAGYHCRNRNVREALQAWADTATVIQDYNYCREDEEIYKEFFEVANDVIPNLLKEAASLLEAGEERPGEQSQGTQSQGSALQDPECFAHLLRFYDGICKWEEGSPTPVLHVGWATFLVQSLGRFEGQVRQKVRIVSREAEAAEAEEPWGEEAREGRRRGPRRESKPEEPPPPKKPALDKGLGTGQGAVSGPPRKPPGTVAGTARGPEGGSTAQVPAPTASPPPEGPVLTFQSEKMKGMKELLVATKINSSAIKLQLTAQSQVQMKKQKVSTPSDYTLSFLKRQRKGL
TSHR antagonist: blocks TSH signaling through the human TSH receptor. 330,000 tested, 0.2% active. activity change, negative = inhibition, % at 11.5 µM. TSHR-expressing cells, TSH-stimulated cAMP HTRF, 2 h; active compounds read low. AID 504810. P16473;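 active = activity change below a set negative limit, meaning inhibition stronger than a set level, cut at about -70% in these data; inconclusive = activity change between two set negative limits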; also: % is scaled to controls: 0 for no effect and ±100 for the full control effect
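TSHR-expressing cells were treated with compounds, then stimulated with TSH at EC80 (4nM final) for 2 hours at 37 deg C. Cellular cAMP was measured by HTRF competition between lysate cAMP and cAMP-d2 for a cryptate-labelled anti-cAMP antibody.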
Mito fusion act: blocks mitochondrial division or promotes mitochondrial fusion. S. cerevisiae fusion-defective mutant growth rescue, CellTiterGlo 48 h. AID 485298. 320,000 tested, 0.23% active. Potency, µM (doses to about 46.1 µM), for inactives: at the highest dose growth rescue (activation), usual class: activators;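 also: potency is read from the fitted curve at half-maximal effect; % of control where 0% means no effect; nearly all actives have a fitted effect of over 45% in size; temperature-sensitive fusion mutants such as fzo1-1 at 37 °C on non-fermentable ethanol glycerol medium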
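Read-out: ATP-based luminescence (CellTiterGlo, 10 min ambient) reporting growth of fusion-defective ts yeast after 48 hours at 37C on glycerol/ethanol YPEG medium in the presence of compound.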
PTAP TSG101 blk: blocks PTAP/TSG101 interaction to inhibit HIV-1 budding; Fluorescence polarization, FITC-PTAP peptide / Tsg101 binding; Potency, µM (highest dose often 115 µM), inactives show at the highest dose activity change, negative = inhibition, most hits filed as inhibitors; 340,000 tested, under 10 active; AID 493005; active = well fitted inhibition curve with a large enough effect in the main read-out, with a control signal flat, not every such curve was filed as active; inconclusive = small, poorly fitted or top-dose-only effect, or effect the other way, or a change in a side signal; inactive = no such curve, though single readings can be large or run the other way; also: potency is read from the fitted curve at half-maximal effect; % of control where 0% means no effect
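Fluorescence anisotropy tracks displacement of a FITC-tagged PTAP peptide (50 nM) from the Tsg101 binding domain (10 uM), following a 20 min room-temperature incubation at pH 7.5.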
Integrin act MD: activators of alpha7 integrin expression for muscular dystrophy; alpha7betagal myoblasts, beta-gal FDG fluorescence, 48 h; Potency, µM (series often up to 38.3 µM), inactives show top-dose activation, most hits filed as activators; 350,000 tested, 0.064% active; AID 624291;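 also: potency is read from the fitted curve at half-maximal effect; 100% = response of the positive control SU9516; nearly all actives have a fitted effect of over 60% in size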
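Alpha7betagal+/- myoblasts (passage 13) were plated 16-24 hr, then exposed to compounds (1:260 dilution of DMSO stock) for 48 hours at 37C. After MPER lysis, β-galactosidase reporter activity was read as FDG fluorescence (ex 480/em 540) after 30 minutes.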
MBNL1 CUG block: MBNL1-poly(CUG) RNA binding inhibition | Potency, µM (highest dose often 57.5 µM), for the others: at the highest dose activity change, negative = inhibition, actives largely listed as inhibitors | 280,000 tested, 0.036% active | TR-FRET MBNL1-His/biotin-(CUG)12 binding, 665/545 ratio | Q9NR56; active = well fitted inhibition curve with a large enough effect in the signal ratio, with a control signal flat, not every such curve was filed as active; inconclusive = small, poorly fitted or top-dose-only effect, or effect the other way, or a change in a side signal; inactive = no such curve, though single readings can be large or run the other way; the % refers to the signal ratio; also: potency is read from the fitted curve at half-maximal effect; % is scaled to controls: 0 for no effect and ±100 for the full control effect
Target sequence (Q9NR56 whole entry, looked up): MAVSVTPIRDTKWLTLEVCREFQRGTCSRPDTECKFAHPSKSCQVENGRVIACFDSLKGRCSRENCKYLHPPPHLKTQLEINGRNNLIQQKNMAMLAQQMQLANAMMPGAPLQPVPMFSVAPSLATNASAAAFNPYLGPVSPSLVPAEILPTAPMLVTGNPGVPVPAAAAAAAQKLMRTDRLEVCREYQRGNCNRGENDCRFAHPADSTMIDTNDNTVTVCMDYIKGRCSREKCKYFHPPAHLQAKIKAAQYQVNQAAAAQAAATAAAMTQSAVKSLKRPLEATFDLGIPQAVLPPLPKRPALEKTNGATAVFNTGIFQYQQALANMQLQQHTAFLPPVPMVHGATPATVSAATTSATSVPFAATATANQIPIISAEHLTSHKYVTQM
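Ratiometric TR-FRET (665 over 545 nm, excitation 340 nm) tracks disruption of MBNL1-His/biotin-(CUG)12 complex after 60 min at room temperature, with compounds at 92 nM to 58 uM final.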
Numbers without * were called inactive; ? = inconclusive; / = not tested or not shown; [ ] = another dose, or the depositor's remark. Unless noted, calls follow the shape of the dose curve; as a rule, active = well fitted curve in the direction sought with a large enough effect; inconclusive = small, poorly fitted or top-dose-only effect, or another doubt; inactive = no such curve, though single readings can be large; an effect the other way counts as inactive or inconclusive. This is a subset (hit frequency here may not be typical).

compound	TSHR antagonist	Menin-MLL TR inh	Mito fusion act	Integrin act MD	TCR activator	MBNL1 CUG block	PTAP TSG101 blk	S-ASM inh	A-T KAP1 phos	MLL CXXC-DNA inh
O=C1C(Cc2c[nH]c3ccccc23)NC(=S)N1Cc1ccccc1 (centres undefined)	-9	?	6%	-30%	1%	7%	-7%	-3%	2%	-5%
COc1ccc(Cl)cc1N(CC(=O)N/N=C/c1ccc(OCC(N)=O)cc1)S(C)(=O)=O	26	16%	-7%	-16%	5%	?	-10%	-1%	5%	0%
CC(C)(C)OC(=O)N1CCC(CNC(=O)c2ccc(F)cc2F)CC1	4	/	1%	-43%	1%	-3%	-2%	-1%	6%	-10%
Cc1ccccc1-n1c(SCC(=O)Nc2ccccc2)nc2nc3c(cc2c1=O)CCCC3	-9	?	27%	20%	-4%[46.1 µM]	-2%	1%	-13%	-1%	9%
CCOC(=O)C1(Cc2ccc(Cl)cc2)CCN(C(=O)C2CCCO2)CC1 (centres undefined)	3	-26%	6%	18%	-7%	1%	-1%	0%	-6%	-3%
COC(=O)c1ccc(C(NC(=O)OCc2ccccc2)/C(C)=C/[C@@H](C)C(=O)NCc2ccc(OC)c(OC)c2)cc1 (some centres undefined)	0	-4%	-4%	-11%	-3%	-5%	0%	-4%	1%	9%
[O-]/C(=C(\C(=S)Nc1ccccc1F)[n+]1ccccc1)c1ccc(-c2ccccc2)cc1	0	?	?	-18%	11%	14%	-3%	-4%	-5%	15%
CCN(CC)CCCN(Cc1cc2cc3c(cc2[nH]c1=O)OCO3)C(=S)NCCOC	0	3%	3%	3%	9%	0%	-3%	62%[activator]	-1%	1%
Cn1c(=O)c(=O)n(C)c2cc(S(=O)(=O)N3CCN(c4ccccc4F)CC3)ccc21	17	?	-3%	-8%	3%	-6%	-1%	7%	/	7%
COc1ccc(OC)c2nc(-c3ccc4c(c3)OCO4)ccc12	-2	29%	7%	-16%	-5%	?	-1%	32%[activator]	5%	5%
O=C(c1cccc(C(F)(F)F)c1)C1CCCN(C(=O)CCCn2cncn2)C1 (centres undefined)	5	18%	1%	-12%	5%	-10%	-1%	-4%	0%	9%
O=C(c1oc(=O)c2ccccc2c1-c1ccccc1)N1CCN(C2CCCCC2)CC1	-2	-9%[11.7 µM]	1%	0%	16%	-5%	2%	-1%	-12%	-5%

2 entries from above, field by field:
O=C(c1cccc(C(F)(F)F)c1)C1CCCN(C(=O)CCCn2cncn2)C1 (centres undefined)
  TSHR antagonist = 5; Menin-MLL TR inh = 18%; Mito fusion act = 1%; Integrin act MD = -12%; TCR activator = 5%; MBNL1 CUG block = -10%; PTAP TSG101 blk = -1%; S-ASM inh = -4%; A-T KAP1 phos = 0%; MLL CXXC-DNA inh = 9%
O=C(c1oc(=O)c2ccccc2c1-c1ccccc1)N1CCN(C2CCCCC2)CC1
  TSHR antagonist = -2; Menin-MLL TR inh = -9%[11.7 µM]; Mito fusion act = 1%; Integrin act MD = 0%; TCR activator = 16%; MBNL1 CUG block = -5%; PTAP TSG101 blk = 2%; S-ASM inh = -1%; A-T KAP1 phos = -12%; MLL CXXC-DNA inh = -5%

(continued)
compound	TSHR antagonist	Menin-MLL TR inh	Mito fusion act	Integrin act MD	TCR activator	MBNL1 CUG block	PTAP TSG101 blk	S-ASM inh	A-T KAP1 phos	MLL CXXC-DNA inh
COC(=O)c1ccc(CSc2nc3ccccc3c(=O)n2Cc2ccco2)o1	-12	-19%	26%	-39%	0%	-2%	4%	-10%	-3%	0%
COc1cc(Br)cc2cc(C(=O)N3CCN(c4ccccn4)CC3)c(=O)oc12	-4	-15%	1%	-21%[7.66 µM]	5%	110%[activator]	-5%	-3%	1%	-14%
CCCCC(=O)OCC(=O)Nc1ccc(SC(F)F)cc1	8	-6%	0%	-11%	0%	-8%	0%	-2%	4%	3%
Cn1c(Cc2ccccc2)nnc1SCC(=O)Nc1ccccc1	1	4%	0%	0%	0%	3%	-5%	1%	-2%	-3%
Cc1ccc(C(=O)C(SC(C)(C)C)n2cncn2)cc1 (centres undefined)	-9	0%	6%	?	-3%	8%	-7%	3%	4%	45%[activator]
Cc1ccccc1C(=O)NCC(C)NC(=O)c1ccccc1C (centres undefined)	/	/	/	22%	-1%	/	0%	-2%	/	/
COC(=O)CCC/C=C1\SC[C@@H](NC(=O)c2ccccc2)C1NC(C)=O (some centres undefined)	0	8%	-4%	-22%	8%[46.1 µM]	-12%	-2%	6%	0%	1%
COc1cccc(C2C(C(=O)/C=C/c3ccco3)=C(O)C(=O)N2CCN2CCOCC2)c1 (centres undefined)	3	5%	2%	-3%	1%	29%	-10%	5%	-4%	-19%
COc1ccccc1CC(=O)N1CCCc2cc(C)ccc21	-4	?	-5%	2%	/	7%	-2%	-2%	3%	1%
CC(NC(=O)CCN1N=C(c2ccccc2)CCC1=O)c1ccc2c(c1)OCCO2 (centres undefined)	-3	5%	6%	/	/	/	/	/	3%	-2%
COC(=O)c1sc(NC(=O)/C=C/c2ccc(C)cc2)nc1C	10	-7%	-2%	1%	-20%[46.1 µM]	-6%	0%	15%	-4%	6%
O=C(O)c1ccc(-n2cccc2)cc1O	0	1%	-4%	-6%	3%	0%	-6%	3%	-7%	3%

Compounds from the list above that contain an NH in an aromatic ring (2):
compound	TSHR antagonist	Menin-MLL TR inh	Mito fusion act	Integrin act MD	TCR activator	MBNL1 CUG block	PTAP TSG101 blk	S-ASM inh	A-T KAP1 phos	MLL CXXC-DNA inh
O=C1C(Cc2c[nH]c3ccccc23)NC(=S)N1Cc1ccccc1 (centres undefined)	-9	?	6%	-30%	1%	7%	-7%	-3%	2%	-5%
CCN(CC)CCCN(Cc1cc2cc3c(cc2[nH]c1=O)OCO3)C(=S)NCCOC	0	3%	3%	3%	9%	0%	-3%	62%[activator]	-1%	1%

More records follow.
compound	TSHR antagonist	Menin-MLL TR inh	Mito fusion act	Integrin act MD	TCR activator	MBNL1 CUG block	PTAP TSG101 blk	S-ASM inh	A-T KAP1 phos	MLL CXXC-DNA inh
COc1cc2c(cc1OC)C(c1ccccc1)N(C(=O)CSCC(=O)O)CC2 (centres undefined)	39	1%	-3%	?	1%	-2%	-3%	4%	1%	-2%
Cc1ccccc1CSc1nnc(Cn2c(=O)sc3ccccc32)n1C	1	-5%	0%	13%	-6%[46.1 µM]	8%	-1%	-2%	0%	-16%
Cc1ccc(OCC(=O)Nc2cc(S(=O)(=O)N3CCOCC3)ccc2Cl)c([N+](=O)[O-])n1	-1	/	5%	7%	1%	-4%	-8%	4%	2%	0%
CC(C)(C)c1ccc(C(=O)N/C(=C/c2cccs2)C(=O)NCc2ccco2)cc1	-17	-1%	4%	6%	-5%[46.1 µM]	6%	-6%	-8%	2%	8%
CC(C)Sc1nc2ccccc2n2cnnc12	-3	-4%	2%	1%	3%	?	-2%	-1%	7%	0%
COc1cc(C(=O)c2cocc2C(=O)c2ccc3c(c2)OCO3)cc(OC)c1OC	-6	-6%	16%	?	0%	-8%	-1%	6%	5%	9%
O=C(CSc1nnc2ccccn12)Nc1ccccc1C(=O)NC1CC1	41	-6%	5%	6%	4%	-6%	-13%	2%	2%	-3%
CCOC(=O)c1c(S(=O)(=O)N(C)C2CCCCC2)c(C)n(C)c1C	1	-7%	6%	17%	4%	0%	0%	2%	1%	1%
CC1CCCC(NC(=O)C2CCN(S(=O)(=O)N3CCC4(CC3)OCCO4)CC2)C1C (centres undefined)	6	8%	0%	-4%	/	-1%	-14%	2%	-3%	1%
COc1ccc(NC(=O)COC(=O)/C=C/c2ccccc2[N+](=O)[O-])cc1OC	5	-4%	-2%	-13%	5%[46.1 µM]	?	0%	-1%	2%	-2%
Cn1c(CCNC(=O)c2ccco2)nc2ccccc21	7	/	2%	12%	2%	/	-2%	1%	-3%	/
COCC(C)NC(=O)COc1nncc2ccccc12 (centres undefined)	23	-3%	?	-4%	6%	-1%	-2%	-2%	5%	5%
COc1ccc(NS(=O)(=O)c2cccc(C(=O)NNC(=O)c3ccc(O)c(Cl)c3)c2)cc1	3	/	-3%	-2%	/	/	-4%	-9%	-3%	/

Screening results: PubChem, National Center for Advancing Translational Sciences (NCATS)
